SIRT5 inh = inhibitors of human sirtuin-5 desuccinylase | Purified SirT5, succinyl-peptide AMC, trypsin-coupled fluorescence | Q9NXA8 | hit rate 1.1% among 330,000 | inhibition, % at 15 µM; in the data active = inhibition above about 15%
Target sequence (Q9NXA8 whole entry, looked up): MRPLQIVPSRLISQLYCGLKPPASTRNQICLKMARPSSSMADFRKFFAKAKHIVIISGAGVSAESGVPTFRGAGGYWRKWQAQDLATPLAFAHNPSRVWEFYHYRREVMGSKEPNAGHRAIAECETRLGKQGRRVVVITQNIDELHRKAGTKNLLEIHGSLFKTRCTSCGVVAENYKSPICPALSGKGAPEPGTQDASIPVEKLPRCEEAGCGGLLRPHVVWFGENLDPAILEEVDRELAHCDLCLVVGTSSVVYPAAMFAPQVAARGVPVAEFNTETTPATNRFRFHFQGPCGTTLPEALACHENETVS
PGC1a acetyl inh = lowers PGC1a acetylation signal in U2OS cells; AlphaScreen anti-acetyl-lysine; with virally co-expressed GCN5 acetyltransferase; inhibition, % at 15.6 µM; hit rate 0.17% among 350,000;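 active = every replicate shows inhibition of at least 40%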;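 also: 0% = neutral control wells and 100% = positive control wells; some results beyond the cut were filed as inactive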
LGR2 antag = inhibitors of bursicon-induced Drosophila LGR2 receptor cAMP signaling | HEK293 LGR2, CRE-luciferase, bursicon-stimulated, 4 h | hit rate 0.35% among 380,000 | inhibition, % at 9.99 µM;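 active = drop in luminescence signal, shown as inhibition above about 50% in the replicate tests, limit read from the data, passing the limit was not always enough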;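 also: agonist challenge used bursicon conditioned medium at about half maximal strength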
ERAP1 HTS inh = inhibitors of human ERAP1 aminopeptidase | Q9NZ08 | recombinant ERAP1, Leu-AMC fluorescence, 60 min | inhibition, % at 10.7 µM | hit rate 0.15% among 340,000 | AID 652197;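 active = mean replicate inhibition of at least 30%, or all replicates individually reaching that 30% level; inactive = mean below 30% and not every replicate reaching it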;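 also: 0% = neutral control wells and 100% = L-leucinethiol positive control wells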
XiGFP reactiv = activators of X-chromosome reactivation in mouse fibroblasts. hit rate 0.055% among 360,000. XiGFP mouse fibroblasts, % GFP-positive cells imaging, 3 d; cells co-treated with 5-aza-dC sensitizer; scaled so ellipticine positive control = 100%. activation, % at 7.58 µM. AID 743238;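 active = mean normalized replicate activation at least 10% and every replicate at or above 10%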;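 also: 0% = median of on-plate neutral control wells and 100% = ellipticine 6 µM median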
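System: SV40-immortalized XiGFP fibroblast cells, line 68-5-11 / Incubation: 3-day compound exposure, then 15 min fixation at room temperature / Compound: single concentration per compound, delivered by pin transfer / Buffer or medium: DMEM plus 5-aza-dC sensitizer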
Cneo AK release = causes C. neoformans cell lysis; hit rate 0.2% among 360,000; adenylate kinase release luminescence, 4 h; normalised: neutral wells 0, clomiphene wells 100; lysis activity, % at 15 µM;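 active = mean lysis activity across replicates of at least 80%, whatever share of replicates individually reach that level; inactive = mean lysis activity below 80%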
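Material – Cryptococcus neoformans yeast cells · Quantity – 5 × 10^6 yeast cells/mL · Buffer or medium – YPD medium · Compound – single dose · Timing – 4 h static compound exposure, 37 °C, read 1 h post-reagent · Signal – adenylate kinase release luminescence · Read-out basis – lysis from increased AK signal · Benchmarks – Clomiphene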
C2C12 statin = suppression of simvastatin myotoxicity. C2C12 myotubes + simvastatin, ATP luminescence, 48 h; scaled: DMSO 0, geranylgeraniol control 100. rescue of ATP level, % at 7.49 µM. hit rate 0.78% among 330,000. AID 602340;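 active = mean ATP rescue above about 67%, or every replicate alone reaching that limit, limit read from the data, passing the limit was not always enough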;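 also: myotubes were challenged with 10 µM simvastatin during compound exposure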
S100A4 inh HTS = inhibitors of human S100A4 binding to myosin IIA peptide. inhibition, % at 10.7 µM. S100A4/TAMRA-MyoIIA peptide fluorescence polarization. P26447. hit rate 0.14% among 360,000;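 active = mean inhibition of at least 70% across replicates, with every replicate also reaching that level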
Target sequence (P26447 whole entry, looked up): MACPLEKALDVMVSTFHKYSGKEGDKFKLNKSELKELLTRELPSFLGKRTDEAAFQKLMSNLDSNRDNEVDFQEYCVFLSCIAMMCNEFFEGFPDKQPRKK
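System – human S100A4 monomer protein, biochemical binding assay · Buffer or medium – Calcium-containing HEPES buffer, pH 7.2 · Timing – 5 min between mix addition and reading · Also added – TAMRA-labelled myosin IIA heavy-chain peptide probe, 5 nM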
Active calls of the source: *; / = no result given. A portion of the library, so the mix of outcomes need not match the whole.

The opening 13 records as a preview:
SMILES	SIRT5 inh	PGC1a acetyl inh	LGR2 antag	ERAP1 HTS inh	XiGFP reactiv	Cneo AK release	C2C12 statin	S100A4 inh HTS
O=C(c1c(F)cccc1Cl)N(Cc1ccco1)C1CCS(=O)(=O)C1 (configuration not stated)	/	10	-5	0	0.2	1	-1	0
CC1(C)CC(=O)C2=C(C1)OC(N)=C(C#N)C2c1cccs1 (configuration not stated)	10	3	2	-3	0.0	/	4	-1
CO[C@@H]1CN(C)C(=O)c2cc(NC(=O)NC(C)C)ccc2OC[C@H](C)N(S(C)(=O)=O)C[C@H]1C	-3	8	2	2	0.3	/	/	6
COCCn1c(SCC(=O)NC2CCCC2)nnc1C(C)C	2	2	15	1	0.4	2	-41	2
CCc1ccc(C(=O)Nc2ccc3c(c2)n(C)c(=O)n3C)cc1	0	-8	-23	-1	0.0	-4	-3	2
CCC(=O)N1C[C@H](C)[C@@H](OC)CN(C)C(=O)c2cc(NC(=O)c3ccc(F)cc3)ccc2OC[C@H]1C	5	-3	7	3	0.1	0	-14	-16
Cc1ccc(C2CC(=O)NC(SCC(N)=O)=C2C#N)s1 (configuration not stated)	2	/	4	0	0.3	/	/	-9
Cc1cc(-c2ccccc2)nc2oc(C(=O)NN)c(N)c12	3	6	7	5	0.1	-1	/	1
CCOC(=O)C1CCCN(C(=O)c2[nH]c3ccc(OC)cc3c2C)C1 (configuration not stated)	-2	-4	5	-1	0.0	-2	0	1
O=C(COc1ccc2ccccc2c1)NNC(=O)Nc1ccccc1F	-1	-2	6	4	0.3	-3	3	-11
CC1CCCCC1NC(=O)COc1ncnc2sccc12 (configuration not stated)	-3	-7	-3	1	0.1	-3	3	-18
Cc1ccc(-c2nc(SC(C)C(=O)N3CCOCC3)n[nH]2)cc1 (configuration not stated)	3	1	9	-1	0.2	-3	-3	-2
Cc1c(CC(=O)NCCCC(=O)O)c(=O)oc2c(C)c3oc4c(c3cc12)CCCC4	0	5	4	1	0.0	4	13	2

All compounds of this part, repeating the preview:
SMILES	SIRT5 inh	PGC1a acetyl inh	LGR2 antag	ERAP1 HTS inh	XiGFP reactiv	Cneo AK release	C2C12 statin	S100A4 inh HTS
O=C(c1c(F)cccc1Cl)N(Cc1ccco1)C1CCS(=O)(=O)C1 (configuration not stated)	/	10	-5	0	0.2	1	-1	0
CC1(C)CC(=O)C2=C(C1)OC(N)=C(C#N)C2c1cccs1 (configuration not stated)	10	3	2	-3	0.0	/	4	-1
CO[C@@H]1CN(C)C(=O)c2cc(NC(=O)NC(C)C)ccc2OC[C@H](C)N(S(C)(=O)=O)C[C@H]1C	-3	8	2	2	0.3	/	/	6
COCCn1c(SCC(=O)NC2CCCC2)nnc1C(C)C	2	2	15	1	0.4	2	-41	2
CCc1ccc(C(=O)Nc2ccc3c(c2)n(C)c(=O)n3C)cc1	0	-8	-23	-1	0.0	-4	-3	2
CCC(=O)N1C[C@H](C)[C@@H](OC)CN(C)C(=O)c2cc(NC(=O)c3ccc(F)cc3)ccc2OC[C@H]1C	5	-3	7	3	0.1	0	-14	-16
Cc1ccc(C2CC(=O)NC(SCC(N)=O)=C2C#N)s1 (configuration not stated)	2	/	4	0	0.3	/	/	-9
Cc1cc(-c2ccccc2)nc2oc(C(=O)NN)c(N)c12	3	6	7	5	0.1	-1	/	1
CCOC(=O)C1CCCN(C(=O)c2[nH]c3ccc(OC)cc3c2C)C1 (configuration not stated)	-2	-4	5	-1	0.0	-2	0	1
O=C(COc1ccc2ccccc2c1)NNC(=O)Nc1ccccc1F	-1	-2	6	4	0.3	-3	3	-11
CC1CCCCC1NC(=O)COc1ncnc2sccc12 (configuration not stated)	-3	-7	-3	1	0.1	-3	3	-18
Cc1ccc(-c2nc(SC(C)C(=O)N3CCOCC3)n[nH]2)cc1 (configuration not stated)	3	1	9	-1	0.2	-3	-3	-2
Cc1c(CC(=O)NCCCC(=O)O)c(=O)oc2c(C)c3oc4c(c3cc12)CCCC4	0	5	4	1	0.0	4	13	2
COC1=C(OC)C(=O)C(Sc2ccc3ccccc3c2)=CC1=O	/	-15	-17	3	4.8	/	/	8
CCOC(=O)c1nc(C)sc1-c1ccnn1S(=O)(=O)c1cccc(Cl)c1	-3	/	-5	-2	0.1	/	/	0

In another format: entries from further up.
Below each SMILES: SIRT5 inh, PGC1a acetyl inh, LGR2 antag, ERAP1 HTS inh, XiGFP reactiv, Cneo AK release, C2C12 statin, S100A4 inh HTS
- Cc1c(CC(=O)NCCCC(=O)O)c(=O)oc2c(C)c3oc4c(c3cc12)CCCC4
  0, 5, 4, 1, 0.0, 4, 13, 2
- COC1=C(OC)C(=O)C(Sc2ccc3ccccc3c2)=CC1=O
  /, -15, -17, 3, 4.8, /, /, 8

New compounds follow.
SMILES	SIRT5 inh	PGC1a acetyl inh	LGR2 antag	ERAP1 HTS inh	XiGFP reactiv	Cneo AK release	C2C12 statin	S100A4 inh HTS
COc1ccc(CCC(=O)Nc2cccc(S(=O)(=O)N3CCCCCC3)c2)cc1	1	-24	-10	-1	-0.1	-7	-6	6
CCCCN(C)C(=S)Nc1ccsc1C(=O)OC	-2	-10	14	-1	0.0	/	/	-5
CCOc1ccc(NS(=O)(=O)c2ccc(NC(=O)C3CCCO3)cc2)cc1 (configuration not stated)	/	1	9	/	/	1	5	/
CCOC(=O)c1nn(-c2sc(C(=O)OC)c(C)c2C(=O)OC)cc1O	0	-5	9	11	/	-4	-20	-3
O=C(CCCCn1c(=O)c2ccccc2n(Cc2ccc(F)cc2)c1=O)NCc1ccco1	/	-20	-3	/	/	0	18	/
O=c1[nH]c(CSc2nnc3ccccn23)nc2cc(C(F)(F)F)ccc12	6	/	/	4	0.1	/	/	-1
O=C(CC1SC(=NCc2ccccc2)NC1=O)Nc1ccccc1 (configuration not stated)	-1	-99	8	4	0.4	0	/	1
Cc1ccc(C)c(N2CC(C(=O)OCC(=O)Nc3cc(C)on3)CC2=O)c1 (configuration not stated)	0	7	11	-1	0.3	-1	/	-6
CCOC(=O)c1ccc(NC(=O)CSc2ccc(-c3ccccn3)nn2)cc1	-5	/	0	-2	0.2	2	7	2
Cc1ccc2nc(-c3ccc4c(c3)NC(=O)CO4)cn2c1	-6	-3	-20	-1	0.2	/	/	2
CCc1ccc(CNC(=O)C2CCCN(S(=O)(=O)N3CC(C)CC(C)C3)C2)cc1 (configuration not stated)	0	/	-11	2	0.0	-1	1	-5
Cc1cccc(-c2nc(Nc3ccc(O)cc3)c3ccccc3n2)c1	9	/	-9	3	0.3	-4	-35	-3
C[C@@H]1CN([C@H](C)CO)C(=O)c2cc(C#CC3CC3)cnc2O[C@H]1CN(C)Cc1ccccc1C(=O)O	0	-6	20	-2	-1.1	0	5	14
COc1cccc(C(=O)NCCCNC(=O)c2ccco2)c1	2	/	-3	3	0.6	0	-4	4
CC(=O)NS(=O)(=O)c1ccc(NC(=S)NC(=O)Cc2ccccc2)cc1	-4	/	23	-1	0.0	-2	6	-1
O=C(C[C@@H]1CC[C@H]2[C@@H](COC[C@@H](O)CN2C(=O)c2cnccn2)O1)NCc1ccccc1	-4	-8	-9	1	0.8	0	2	2
O=C(Cc1ccc(F)cc1)N1CCN=C1SCc1ccc([N+](=O)[O-])cc1	-6	/	6	-2	0.8	/	/	-1
CC(C)NC(=O)Nc1ccc2c(c1)C(=O)N([C@@H](C)CO)C[C@H](C)[C@@H](CN(C)C)O2	-5	-1	0	-1	0.0	50	-11	2
O=C(CN1C(=O)COc2ccccc21)N(Cc1cccnc1)Cc1ccccc1F	-1	-3	5	0	/	/	/	-3
CN1CCN(C(=O)C[C@@H]2C[C@H]3c4cc(NC(=O)C5CCC5)ccc4O[C@H]3[C@H](CO)O2)CC1	-3	-1	2	0	0.1	-9	5	7
Cc1ccc(-n2c(-c3ccc(Br)cc3)n[nH]c2=S)c(C)c1	2	/	-5	16	0.0	-5	18	1
O=C(N/N=C/c1sc(=O)n(-c2ccccc2)c1Cl)c1ccncc1	-4	/	1	7	0.0	/	/	1
Cn1cccc1Cc1nnc(SCC(=O)NC2CCCC2)n1-c1ccc(F)cc1	-2	4	2	-2	0.0	-4	-12	-6
Cc1cc2[nH]c(=O)c(=O)[nH]c2cc1S(=O)(=O)NC1CCC(C)CC1 (configuration not stated)	-5	-5	1	0	0.0	0	-10	-6
Cc1noc(C)c1NC(=O)Nc1ccc2c(c1)C(=O)N([C@H](C)CO)C[C@@H](C)[C@@H](CN(C)Cc1ccc3c(c1)OCO3)OCCCC[C@H](C)O2	2	6	15	0	0.2	1	/	-20
COc1cc(C(=O)NCc2nnc(SCC(=O)NCc3ccco3)o2)cc(OC)c1OC	-4	0	7	-2	0.0	-1	-11	-7
Cc1noc(C)c1NC(=O)N(C)C[C@H]1Oc2c(NC(=O)C3CCOCC3)cccc2C(=O)N([C@@H](C)CO)C[C@@H]1C	-1	-1	-20	-1	-0.2	4	-1	2
COc1ccc(S(=O)(=O)N2CC[C@@H]3[C@H](CO)Nc4ccc(C#Cc5cccnc5)cc4[C@@H]32)cc1	8	-13	23	-3	-0.1	-5	-28	-7
CCCN1[C@H](C(=O)NCCOC)[C@@H](CO)[C@@H]2Cn3c(ccc(-c4ccc(C(=O)N(C)C)cc4)c3=O)[C@@H]21	10	/	-6	-2	0.2	-9	-64	7
Clc1ccc(CN2C3=NCCN3c3ccccc32)cc1	/	2	-1	/	/	2	-16	/
CCC(=O)N[C@@H]1CC[C@@H](CC(=O)NCc2ccccc2F)O[C@H]1CO	-3	1	3	-3	0.3	-11	-6	4
CCOc1ccc(CC(=O)Nc2cccc(-c3ccc4nnc(C)n4n3)c2)cc1	1	/	11	/	0.1	-3	1	-2
C[C@@H]1CCCCO[C@@H](CN(C)S(=O)(=O)c2cccs2)[C@@H](C)CN([C@@H](C)CO)C(=O)c2cc(NC(=O)Nc3ccc4c(c3)OCO4)ccc2O1	4	-12	7	6	0.2	0	/	8
Cc1ccnc(NC(=O)Cn2cc([N+](=O)[O-])cn2)c1	-2	2	4	-4	0.1	/	/	-4
COc1ccc(C(=O)CSc2n[nH]c(C)n2)cc1[N+](=O)[O-]	0	-4	12	1	-0.1	/	/	4
Cc1cc(C)cc(NC(=O)Nc2ccc3c(c2)C(=O)N(C)[C@H]2CC[C@@H](CC(=O)O)O[C@H]2CO3)c1	/	0	-11	/	0.4	-2	12	/
Cc1ccc(SCc2cn3c(C)csc3n2)cc1	-3	2	36	1	/	-5	-11	-5
O=C(CCN1CCCCC1)N[C@H]1CC[C@@H](CCn2cc(-c3ccccc3)nn2)O[C@@H]1CO	0	-10	-10	-1	-0.1	1	-10	-1
O=C(CSc1nc2ccccc2c(=O)n1-c1ccc(SC(F)F)cc1)Nc1ccc(N2CCOCC2)cc1	-3	-11	33	1	-0.1	-5	7	23
CCN1/C(=C/C(=O)c2ccco2)Sc2ccccc21	-3	/	-22	10	/	-8	14	-13
Cc1[nH]c2ccccc2c1C(O)c1ccncc1 (configuration not stated)	-3	-9	10	2	0.1	/	-1	6
C[C@@H]1CN([C@@H](C)CO)C(=O)c2ccccc2-c2ccccc2CO[C@@H]1CN(C)Cc1ccncc1	0	-2	-29	1	-0.1	1	-35	4
O=C(CN1CCCCC1)NCCNc1ccc(C(F)(F)F)cc1[N+](=O)[O-]	0	/	/	4	0.0	/	/	-5
C#CCOCCOCCOCCNc1nc(N2CCN(C(=O)Cn3cc(CCCN=C(N)N)nn3)CC2)nc(N2CCN(C(=O)[C@H](C)n3cc(CCCN=C(N)N)nn3)CC2)n1	/	13	10	-6	0.0	1	7	-1
